Screening results as filed in PubChem BioAssay.
Glyco luc inh: N-linked glycosylation inhibition | 360,000 compounds, 0.23% hits | D54 ERlucT glycosylation luciferase reporter, 24 h; percent of 100 nM tunicamycin response | reporter increase, % at 12.5 µM;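 active = mean luciferase reporter signal, scaled so untreated is 0 and the glycosylation-blocking control 100, at or above a set limit in every replicate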;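 also: luciferase carries N-glycosylation sites so blocking glycosylation raises the light; 0% = median of neutral control wells and 100% = median of 100 nM tunicamycin wells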
MC4R barr agon: human MC4R agonism via beta-arrestin; AID 540308; U2OS MC4R beta-arrestin complementation, luminescence; percent of melanotan II response, DMSO zero; 360,000 compounds, 0.98% hits; activation, % at 8.9 µM;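 active = activation above a per-plate cutoff, the mean activation of sample wells on that plate plus 3 SD, cut at about 8% in these data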
PDI turbidity: blocks human protein disulfide isomerase activity. P07237. PDI insulin aggregation turbidity, A650, 90 min. inhibition, % at 10 µM. 350,000 compounds, 0.052% hits. AID 588391;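 active = mean inhibition across replicates of 30% or more, whatever share of single replicates reach that level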;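 also: absorbance from insulin aggregation driven by PDI reduction with DTT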
Target sequence (P07237 whole entry, looked up): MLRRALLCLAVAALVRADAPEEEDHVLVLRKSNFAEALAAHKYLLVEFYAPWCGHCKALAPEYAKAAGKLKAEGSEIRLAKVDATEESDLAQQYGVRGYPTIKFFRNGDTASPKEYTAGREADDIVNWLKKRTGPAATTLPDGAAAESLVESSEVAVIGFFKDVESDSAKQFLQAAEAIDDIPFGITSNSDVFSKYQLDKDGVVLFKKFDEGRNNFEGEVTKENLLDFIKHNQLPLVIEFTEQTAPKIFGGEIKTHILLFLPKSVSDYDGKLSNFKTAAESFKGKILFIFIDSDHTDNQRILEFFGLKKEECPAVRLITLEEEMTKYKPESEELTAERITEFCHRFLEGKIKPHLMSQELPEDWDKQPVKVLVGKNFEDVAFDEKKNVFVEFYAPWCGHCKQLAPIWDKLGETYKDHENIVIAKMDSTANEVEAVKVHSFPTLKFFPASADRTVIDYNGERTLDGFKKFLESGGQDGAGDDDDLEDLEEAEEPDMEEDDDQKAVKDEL
ABHD5-PLIN5 inh: blocks binding of human ABHD5 to perilipin-5. Q00G26+Q8WTS1. Split G. princeps luciferase complementation, luminescence, 4 h. inhibition, % at 4 µM. 360,000 compounds, 0.78% hits. AID 602281;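 active = inhibition above the mean inhibition across every tested compound plus 3 SD, cut at about 22% in these data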;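 also: 0% = DMSO only wells and the 100% control is not disclosed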
CaV13 FRET inh: Disruptors of the CACNA1D IQ motif to Ca2+-dependent inactivation inhibitor domain association, primary screening, Förster resonance energy transfer in intact living …; HEK cells, CFP/YFP FRET ICDI-IQ, plate reader, 10 min; percent FRET-ratio fall versus neutral wells; inhibition, % at 12.3 µM; 340,000 compounds, 0.098% hits; AID 743397;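 active = mean replicate inhibition of at least 30% and at least 1% of replicates passing that level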;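 also: 0% = median of the neutral control wells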
ABCB6 inh MLPCN: human ABCB6 transporter inhibition | Q9NP58 | K562-ABCB6 porphyrin accumulation, flow cytometry, 1 h; stronger effect = lower value | fluorescence ratio to DMSO, % at 10 µM | 360,000 compounds, 0.19% hits | AID 602162;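 active = fluorescence ratio to DMSO below 75%, the collection mean minus 3 SD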;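 also: signal is porphyrin accumulated inside mitochondria; 100% equals median channel fluorescence of DMSO control wells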
MC4R antagonist: antagonists of human melanocortin 4 receptor (MC4R); inhibition, % at 6.5 µM; 360,000 compounds, 0.48% hits; AID 540295; MC4R-expressing cells, MTII-stimulated cAMP, LANCE TR-FRET; P32245;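 active = inhibition above its plate's cutoff, the mean of tested wells on that plate plus 3 SD, cut at about 29% in these data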;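 also: 0% = Melanotan II alone and 100% = Melanotan II plus saturating MCL0020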
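Test system: U2OS cells stably expressing human melanocortin 4 receptor (MC4R); also added: Melanotan II challenge; compound: 6.5 µM single dose; timing: 30-min compound preincubation, 1-h Melanotan II challenge, 1-h detection, room temperature; signal: Eu-cAMP/anti-cAMP TR-FRET, emission 671 nm; repeats: one well per compound, no replicates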
HTR2A ag: activates the mouse 5-HT2A serotonin receptor. P35363. CHO-K1 mHTR2A beta-arrestin complementation, luminescence; percent of 30 µM serotonin response. activation, % at 7.6 µM. 360,000 compounds, 0.66% hits. AID 624169;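 active = activation above a run cutoff, the mean activation of all tested compounds plus 3 SD, cut at about 14% in these data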;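 also: 0% = plate median of compound wells and 100% = 30 µM serotonin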
Target sequence (P35363 whole entry, looked up): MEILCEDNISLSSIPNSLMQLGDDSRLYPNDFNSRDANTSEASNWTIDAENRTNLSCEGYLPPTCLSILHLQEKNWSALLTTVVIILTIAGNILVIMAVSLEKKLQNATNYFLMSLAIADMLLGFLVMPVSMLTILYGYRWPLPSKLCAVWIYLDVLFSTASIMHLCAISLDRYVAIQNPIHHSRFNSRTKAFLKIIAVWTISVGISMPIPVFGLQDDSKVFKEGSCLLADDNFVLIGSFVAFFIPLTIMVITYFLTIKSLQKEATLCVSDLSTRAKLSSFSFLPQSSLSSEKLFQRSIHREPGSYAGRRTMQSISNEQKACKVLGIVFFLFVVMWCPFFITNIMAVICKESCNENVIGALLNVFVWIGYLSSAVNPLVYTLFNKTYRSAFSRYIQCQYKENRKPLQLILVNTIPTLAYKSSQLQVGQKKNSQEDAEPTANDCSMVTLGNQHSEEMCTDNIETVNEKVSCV
Granule exo inh: lytic granule exocytosis inhibition; TALL-104 LAMP-1 surface exposure, flow cytometry; cells stimulated with thapsigargin and PMA; inhibition, % at 10 µM; 360,000 compounds, 0.66% hits;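 active = inhibition above about 55%, limit read from the data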
Cardio protect: protects H9c2 cardiomyocytes from peroxide injury | H2O2 injury protection, ATPLite, 2 h | protection from H2O2 cell death, % at 20 µM | 360,000 compounds, 0.63% hits;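 active = compounds giving at least 50% protection of heart cells from peroxide-induced death in the single-dose screen, raw or plate-pattern-corrected value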;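 also: 0% = DMSO wells with peroxide and 100% = DMSO wells without peroxide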
* hit, by the source's call; / = not tested or not shown. Rows were taken by chance; any-hit rate near 4.2%.

SMILES	Glyco luc inh	MC4R barr agon	PDI turbidity	ABHD5-PLIN5 inh	CaV13 FRET inh	ABCB6 inh MLPCN	MC4R antagonist	HTR2A ag	Granule exo inh	Cardio protect
COc1cccc(-c2nc(CS(=O)(=O)CC(=O)NC3CCCCC3C)c(C)o2)c1 (centres undefined)	2	0.8	-23	10	-7	101	-1	-3	0	-3
O=C(NCc1ccccn1)c1cc2n(n1)C(C(F)(F)F)CC(c1ccco1)N2 (centres undefined)	-3	2.2	7	-10	-3	89	10	-2	3	9
CCCCCCCOc1ccc(OC(=O)c2cccnc2)cc1	-2	1.8	2	0	/	98	4	-1	-3	-10
CCC1(c2ccccc2)NC(=O)N(CC(=O)Nc2ccc(N3CCCC3)cc2C)C1=O (centres undefined)	0	-2.0	2	-2	-13	101	3	0	2	-3
O=C(c1cc2ccccc2cc1O)N1CCN(c2ccc([N+](=O)[O-])cc2)CC1	1	-3.8	-1	0	-6	98	4	0	20	-15
CCS(=O)c1scc(-c2ccc(Cl)cc2)c1C#N (centres undefined)	-3	-0.3	-3	-10	-5	89	-1	-8	3	1
COc1ccccc1N(CC(=O)NC1CCCCC1C)S(=O)(=O)c1cccs1 (centres undefined)	-4	-2.6	-12	0	-5	96	4	-1	1	2
COc1ccc(C(=O)Nc2cccc(C(=O)N3CCCCC3)c2)cc1	-2	0.6	-4	7	-5	92	10	2	-1	-9
Cc1cc(CNC(=O)CC2C(=O)NCCN2CC(c2ccccc2)c2ccccc2)on1 (centres undefined)	1	0.0	-3	-1	-5	105	-5	-1	-1	0
O=C(N/N=C/c1cccc([N+](=O)[O-])c1)C1CC(=O)N(c2ccc(Br)cc2)C1 (centres undefined)	2	-1.4	-13	-3	-5	98	7	3	-6	5
C/C(N)=C(/C#N)C(=O)CSc1cc(C)c2cc(C)cc(C)c2n1	-1	-0.6	-15	5	-2	104	-7	-4	-22	-16
O=[N+]([O-])c1ccccc1Oc1cnc2ccccc2n1	-1	-2.4	-32	4	-1	100	0	1	0	-1
O=C(NNS(=O)(=O)c1ccccc1[N+](=O)[O-])c1cc2ccccc2cc1O	1	1.3	-35	-14	-4	95	-1	-7	-5	5
COCCOc1ccc(C(F)(F)F)cc1NC(=O)Cc1ccc(S(=O)(=O)N2CCOCC2)s1	0	-0.5	-1	-2	-14	100	4	-5	-4	-8
O=C(NCC(=O)N1CC=C(c2ccccc2)CC1)c1ccc(F)cc1	1	-2.0	4	3	-8	97	0	-4	-25	2
CCCCN(CC)CCCNC(=S)Nc1ccc2nc3n(c(=O)c2c1)CCCCC3	-4	-1.8	12	0	-3	93	4	9	-3	5
NC(=O)CSc1nc(-c2ccccc2)nc2ccccc12	2	0.5	-1	2	-2	96	4	3	1	10
CC/C(=N\NC(=O)c1nnn(-c2nonc2N)c1-c1cccc(OC)c1)c1ccc(C)cc1	0	-1.8	-3	-4	-15	96	7	-10	1	3
Cc1ccc(S(=O)(=O)N2CCC(C(=O)OCC(=O)Nc3cc(S(C)(=O)=O)ccc3Cl)CC2)cc1C	2	-3.4	16	1	/	104	2	2	-1	2
Cc1nnc(SCCn2c(N3CCCC(C)C3)nc3c2c(=O)n(C)c(=O)n3C)s1 (centres undefined)	1	-0.4	/	-6	-3	101	6	-1	-3	8
O=C(COC(=O)c1n[nH]c2ccccc12)Nc1ccc(Cl)cc1[N+](=O)[O-]	1	9.1*	1	6	19	79	-10	7	9	26
COC(=O)C1=C(C)N(Cc2ccccc2)C(=O)/C1=C\c1ccco1	0	-1.4	2	0	-5	101	-6	6	32	-1
COc1ccc(C(C)=O)cc1COC(=O)c1cnc(Cl)c(Cl)c1	4	-3.5	-5	-2	-22	101	-54	6	28	14
CN(C)c1ccc(CNc2ncn[nH]2)cc1	1	-0.4	-4	-4	-2	98	3	-5	0	-3
O=S(=O)(c1ccc(S(=O)(=O)N2CCC(O)CC2)cc1)N1CCCC1	2	-1.6	1	-9	-4	94	-2	0	-8	-6
SMILES	Glyco luc inh	MC4R barr agon	PDI turbidity	ABHD5-PLIN5 inh	CaV13 FRET inh	ABCB6 inh MLPCN	MC4R antagonist	HTR2A ag	Granule exo inh	Cardio protect
COc1ccc(C(=O)C2CCCN(Cc3ccc4nonc4c3)C2)c(OC)c1 (centres undefined)	-7	4.3	5	10	6	86	-5	1	11	-2
O=C(Nc1cc(Cl)ccc1N1CCOCC1)c1ccco1	19	-2.8	-18	2	-5	98	3	2	12	0
O=C(Cc1ccc(NS(=O)(=O)c2ccc(F)cc2)cc1)NCc1ccccc1	-5	0.4	2	-1	-1	93	3	3	0	-16
CC(=O)[C@@H]1[C@@H]2C(=O)N(c3ccccc3F)C(=O)[C@@H]2[C@H]2c3ccccc3C=NN12	3	0.5	9	-5	-5	98	3	3	-2	1
O=C(Oc1c(CN2CCOCC2)cc(Cl)c2cccnc12)c1ccccc1Br	-5	-1.0	5	2	-4	97	-1	-14	-4	-1
CCn1c(CCNC(=O)c2ccc(Cl)cc2)nnc1SCC(=O)NC1CCCC1	1	0.1	4	-1	-8	104	7	-3	4	-3
Cc1cc(C)c(C)c(OC(=O)c2sc(Cl)nc2C)c1	38*	0.8	-4	13	-8	98	25	6	-2	-9
COc1cc(OC)c2c(-c3cccc(-c4ccc(CO)cc4)c3)cc(=O)oc2c1	7	-1.2	5	6	/	97	-32	2	12	-7
CCOC(=O)CSc1n[nH]c(=S)s1	2	-1.6	3	-2	-3	104	-1	3	0	5
O=c1cc(CO)oc(C(Nc2ccccn2)c2ccc(C(F)(F)F)cc2)c1O (centres undefined)	0	-0.9	12	7	/	107	-2	1	1	4
CCCCCCN1C2=NCCCN2c2ccccc21	-4	4.3	-5	14	-2	99	-4	1	-4	-13
CCOC(=O)c1c(N)n(CCOC(=O)c2cccs2)c2nc3ccccc3nc12	3	-1.3	-3	-20	/	92	-5	0	-2	-5
CCC(Oc1ccc(Br)cc1)C(=O)N1CCN(c2ncccn2)CC1 (centres undefined)	1	1.1	3	2	/	93	-5	2	-3	-4
CCCCOc1ccc(C(=O)Nn2cnnc2)cc1	2	-0.4	-3	4	-3	88	8	-1	4	9
O=C(O)c1cccc(NC(=O)c2cn(-c3ccccc3)nc2-c2cc3ccccc3o2)c1	5	-1.0	7	0	-5	99	14	-4	-4	-4
c1cc(-c2ccc3[nH]ccc3c2)n2ccnc2c1	10	-0.9	-44	0	-4	93	6	-8	-6	-3
COc1ccc(S(=O)(=O)Nc2cc(C)c(O)c(S(=O)(=O)c3ccccc3)c2)cc1	-1	-0.9	-4	-9	-5	105	-4	-7	-1	-4
CC(C)NC(=O)NC(=O)CSc1nncn1C	2	2.0	10	0	-4	103	11	5	-6	8
CCN1C(=O)C(CC(=O)Nc2ccc(OC)cc2)N(CCCN2CCN(c3ccc(OC)cc3)CC2)C1=S (centres undefined)	3	-1.8	1	-2	-7	98	3	-7	4	0
O=C(COC(=O)CCc1ccccc1)Nc1cc([N+](=O)[O-])ccc1F	2	-0.8	-4	5	/	99	5	-1	16	-6
O=C(NCCOCC(F)(F)C(F)F)c1cc(F)c(F)cc1Cl	0	-1.5	-1	-1	-6	93	0	0	-2	-3
O=S(=O)(c1ccccc1)N1CCN(C2CCCCCCC2)CC1	-1	-0.2	2	-4	/	84	5	-1	2	-6
CCOC(=O)C(NCCc1ccccc1)(NC(=O)CC)C(F)(F)F (centres undefined)	-1	0.2	-9	0	-3	99	2	13	-5	9
O=C(Nc1cc(=O)c2ccccc2o1)N1CCOCC1	3	1.8	6	-1	-3	92	8	1	-2	15
Cc1cc(C)cc(C(=O)NC(CC(N)=O)c2ccc(NC3CCCCCC3)c([N+](=O)[O-])c2)c1 (centres undefined)	0	-0.1	5	0	-12	100	4	5	-3	-5
SMILES	Glyco luc inh	MC4R barr agon	PDI turbidity	ABHD5-PLIN5 inh	CaV13 FRET inh	ABCB6 inh MLPCN	MC4R antagonist	HTR2A ag	Granule exo inh	Cardio protect
Cn1ccc(C(=O)Oc2ccc(C(=O)Nc3ccc(F)cc3F)cc2)n1	0	-0.7	-3	-2	-2	100	0	0	4	0
C=CCNC(=S)NC(=O)c1csc([N+](=O)[O-])c1	-2	-1.8	6	1	9	95	-1	14	1	-7
O=C(CN1CCOCC1)NCCNS(=O)(=O)c1ccccc1	4	-2.2	-86	1	-2	98	1	11	3	5
COc1ccc(CCN2CC(C(=O)NCC(=O)Nc3ccc(F)c(F)c3)CC2=O)cc1OC (centres undefined)	0	-2.5	-3	10	-5	96	11	-1	-2	5
CNC(=S)N1CCC(NC(=O)C(Cc2ccc(F)cc2)NC(C)=O)CC1 (centres undefined)	0	-1.6	-2	0	-3	95	4	3	0	2
O=C(O)CCNC(=O)c1ccccc1	-1	-0.4	-5	-4	-5	95	1	1	3	0
COc1ccc(/C=N/NC(=O)c2cccc(NC(=O)c3ccccc3)c2)c(C(=O)O)c1OC	2	-0.7	7	2	-5	99	4	1	2	1
CCOC(=O)C1CCN(C(=O)CCc2c(C)nc3cc(-c4ccc(OC)cc4OC)nn3c2C)CC1	-1	-0.8	2	-3	4	102	1	3	-4	3
O=C1NC(NS(=O)(=O)c2ccccc2)(C(F)(F)F)C(=O)N1c1cccc(Cl)c1 (centres undefined)	0	-1.5	7	-8	-4	92	2	-2	-1	2
CCCCn1c(N)c(N(CC)C(=O)C2=NN(c3ccccc3)C(=O)CC2)c(=O)[nH]c1=O	1	-2.6	-8	4	-3	102	-1	2	1	6
O=C(NCCNC(=O)C1CC2CCC1C2)C1CC2CCC1C2 (centres undefined)	-2	1.4	8	1	-3	99	-2	-2	2	2
COc1ccc(C(C)=O)cc1CC(=O)N(Cc1ccccc1)c1ccccc1	-2	2.0	-8	-2	-7	98	6	-3	14	2
C#CCOCCOCCOCCNc1nc(N2CCOCC2)nc(N2CCN(C(=O)CCCCCCCCCCNC(=O)[C@@H](CCC(=O)O)n3cc(CCCCCN)nn3)CC2)n1	3	-0.8	14	7	-11	98	0	15*	-1	-2
Cc1ccc(C2(C)NC(=O)N(CC(=O)Nc3ccccc3C(=O)N3CCCCC3)C2=O)cc1 (centres undefined)	0	-1.9	0	4	-6	98	-6	3	-4	-9
Cc1ccc(/C(N)=N/OC(=O)c2cc(-c3ccccc3)nc3ccccc23)cc1	2	1.6	5	7	-5	105	2	4	2	-2
Oc1[nH]c2ccc(Br)cc2c1N=NC(=S)NCC1CCCO1 (centres undefined)	6	-2.5	2	1	-6	95	-8	4	11	17
O=C(CSC1=NCCS1)NCc1ccco1	1	0.5	-4	-6	-2	109	21	2	-1	4
COc1ccc(Cl)cc1NC(=O)CN(C)C(=O)c1cc(-c2ccncc2)nc2ccccc12	5	-3.2	-6	4	-7	95	9	-4	-18	23

Exported with values under each structure: two of the compounds above
Order of results – Glyco luc inh | MC4R barr agon | PDI turbidity | ABHD5-PLIN5 inh | CaV13 FRET inh | ABCB6 inh MLPCN | MC4R antagonist | HTR2A ag | Granule exo inh | Cardio protect
- Cn1ccc(C(=O)Oc2ccc(C(=O)Nc3ccc(F)cc3F)cc2)n1
→ 0 | -0.7 | -3 | -2 | -2 | 100 | 0 | 0 | 4 | 0
- C=CCNC(=S)NC(=O)c1csc([N+](=O)[O-])c1
→ -2 | -1.8 | 6 | 1 | 9 | 95 | -1 | 14 | 1 | -7
